Screening results deposited in PubChem by National Center for Advancing Translational Sciences (NCATS).
ERK AVP block: blocks ERK signaling stimulated by vasopressin. HEK293-V1b, vasopressin-stimulated pERK AlphaScreen. Potency, µM (series often up to 57.5 µM), for inactives: top-dose activity, negative = inhibition, hits mostly inhibitors. 72,000 tested, 0.99% active; further: potency means the concentration at half of the fitted maximal effect; on the % scale 0 is the no-effect control and ±100 the full control effect; nearly all actives have a fitted effect of over 55% in size
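Overnight-seeded V1b-HEK293 cells in 1% FBS got compound, then vasopressin (25 nM final, 5 min, 37C), then lysis buffer. AlphaScreen detection of phospho-ERK; activity normalized to basal and full-stimulation controls.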
Casp1 inh: caspase-1 (human) inhibition, allosteric or competitive. P29466. Caspase-1 enzyme, Ac-WEHD-AFC fluorogenic rate. Potency, µM (highest dose often 57.5 µM), inactives show at the top dose activity change, negative = inhibition, usual class: inhibitors. 75,000 tested, 0.03% active. AID 900;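 further: potency means the concentration at half of the fitted maximal effect; plate controls were vehicle for no effect and no substrate for full effect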
Target sequence (P29466 120-297 limits assumed): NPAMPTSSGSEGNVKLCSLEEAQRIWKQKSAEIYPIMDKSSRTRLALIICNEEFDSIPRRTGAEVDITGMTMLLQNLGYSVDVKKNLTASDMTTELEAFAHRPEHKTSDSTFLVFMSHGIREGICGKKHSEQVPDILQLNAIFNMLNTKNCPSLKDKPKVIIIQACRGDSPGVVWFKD
Target sequence (P29466 317-404 limits assumed): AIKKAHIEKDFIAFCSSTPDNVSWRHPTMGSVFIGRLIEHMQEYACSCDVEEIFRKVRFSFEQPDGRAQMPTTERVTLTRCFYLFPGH
HEK293 cAMP cs: counter-screen for TSHR agonists: cAMP increase in parental HEK293; parental HEK293 CNG cAMP sensor, membrane potential fluorescence; Potency, µM (highest dose often 57.1 µM), for the others: top-dose activation, most hits filed as activators; 73,000 tested, 2.5% active; AID 938; further: potency means the concentration at half of the fitted maximal effect; % of control where 0% means no effect; nearly all actives have a fitted effect of over 55% in size
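Parental HEK 293 cells stably expressing a modified CNG channel (no TSHR) report cAMP rise as membrane depolarization. Membrane potential dye with 100 uM RO 20-1724 was loaded for 60 min at room temperature, then compound added for 30 min; fluorescence read at 590 nm.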
Tau fil binding: binds recombinant human tau filaments | recombinant tau filaments, thioflavin S fluorescence, 15 h; filaments grown with octadecylsulfate alongside compound | 71,000 tested, 2% active | Potency, µM (highest dose often 57.1 µM), inactives show top-dose activity change, negative = inhibition;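 further: potency means the concentration at half of the fitted maximal effect; on the % scale 0 is the no-effect control and ±100 the full control effect; actives lower thioflavin S fluorescence by blocking filaments or displacing dye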
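Recombinant tau protein (human, 1 uM final) plus 30 uM ODS in HEPES pH 7.4 with NaCl, DTT and thioflavine S. Compound present from the start; fluorescence at 510 nm after 15 h, 37 C.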
Caspase-7 inhib: allosteric or competitive inhibitors of human caspase-7; AID 889; recombinant caspase-7, Ac-DEVD-AFC fluorescence rate; 75,000 tested, 0.02% active; Potency, µM (series often up to 57.5 µM), for inactives: at the highest dose activity change, negative = inhibition, most hits filed as inhibitors; active means well fitted inhibition curve with a large enough effect in the main read-out, with a control signal flat, not every such curve was filed as active; inconclusive means small, poorly fitted or top-dose-only effect, or a change in a side signal; further: potency means the concentration at half of the fitted maximal effect; % of control where 0% means no effect
TexasRed autofl: compounds fluorescent in Texas Red spectral region | Compound fluorescence, Texas Red channel, 547/618 nm; active compounds read high | max dye-equivalent concentration, M | 59,000 tested, 0.06% active; in the data active means max dye-equivalent concentration above about 10 nM; inconclusive means between about 1.1 nM and that limit
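Compound titrations in 100 mM Tris pH 8.0 were incubated 15 min at room temperature and read at 547 nm excitation / 618 nm emission. Texas Red six-point standard curve on each plate converted fluorescence to dye-equivalent concentration.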
Rhodamine autofl: compound fluoresces in the rhodamine spectral region | 59,000 tested, 0.05% active | Rhodamine-region fluorescence, 547/598 nm, Tris buffer; active compounds read high | AID 594 | max dye-equivalent concentration, M; in the data active means max dye-equivalent concentration above about 11 nM; inconclusive means between about 1.1 nM and that limit
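Compound fluorescence in 100 mM Tris, pH 8.0, read after 15 min at room temperature with 547 nm excitation and 598 nm emission. Output is dye-equivalent concentration from an on-plate rhodamine standard series.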
USP2a inh: blocks human ubiquitin-specific protease USP2a; AID 927; USP2a enzymatic assay, qHTS inhibition; Potency, µM (doses to about 38.3 µM), inactives show at the top dose activity change, negative = inhibition, most hits filed as inhibitors; O75604; 60,000 tested, 0.1% active;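 further: potency means the concentration at half of the fitted maximal effect; nearly all actives have a fitted effect of over 60% in size; plate controls were DMSO for no effect and NEM full inhibition control for full effect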
Target sequence (O75604 whole entry, looked up): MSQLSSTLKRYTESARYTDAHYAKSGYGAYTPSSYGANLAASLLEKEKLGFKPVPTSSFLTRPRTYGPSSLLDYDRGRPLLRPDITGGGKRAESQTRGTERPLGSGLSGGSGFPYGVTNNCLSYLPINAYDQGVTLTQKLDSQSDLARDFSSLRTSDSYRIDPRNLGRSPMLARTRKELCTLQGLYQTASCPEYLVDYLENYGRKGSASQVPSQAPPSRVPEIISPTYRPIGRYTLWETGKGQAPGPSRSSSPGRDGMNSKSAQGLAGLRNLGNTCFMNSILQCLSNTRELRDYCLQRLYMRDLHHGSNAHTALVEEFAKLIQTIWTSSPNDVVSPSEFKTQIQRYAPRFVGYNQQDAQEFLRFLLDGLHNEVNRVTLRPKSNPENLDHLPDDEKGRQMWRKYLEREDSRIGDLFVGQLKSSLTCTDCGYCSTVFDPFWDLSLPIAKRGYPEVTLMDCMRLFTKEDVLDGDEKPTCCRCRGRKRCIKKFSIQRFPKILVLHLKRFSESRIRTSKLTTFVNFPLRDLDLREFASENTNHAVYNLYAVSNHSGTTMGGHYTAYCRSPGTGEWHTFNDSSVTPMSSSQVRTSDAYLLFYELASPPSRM
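Inhibition is measured in a cell-free coupled assay with 20 nM USP2 core, 20 nM Ub-PLA2 and 20 uM NBD C6-HPC, 2.5 h incubation. Activity normalized to NEM control.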
Fluorescein fluor: compound autofluorescence in fluorescein spectral region; Compound autofluorescence, 480/540 nm, fluorescein-equivalent; active compounds read high; max fluorescein-equivalent concentration, M; 59,000 tested, 0.91% active; AID 593; in the data active means max fluorescein-equivalent concentration above about 10 nM; inconclusive means between about 1.1 nM and that limit
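Read-out is intrinsic compound fluorescence at 480/540 nm (excitation/emission), expressed as dye-equivalent concentration using a fluorescein standard series run on every plate. Compounds sat 15 min at room temperature in 100 mM Tris, pH 8.0.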
HADH2 inhib: blocks human hydroxyacyl-CoA dehydrogenase type II. Q99714. AID 886. 73,000 tested, 3.4% active. recombinant HADH2, NADH fluorescence, beta-hydroxybutyryl-CoA. Potency, µM (titrated, usually from 57.1 µM), for the others: at the highest dose activity change, negative = inhibition, usual class: inhibitors; further: potency means the concentration at half of the fitted maximal effect; on the % scale 0 is the no-effect control and ±100 the full control effect; nearly all actives have a fitted effect of over 60% in size; many of its hits are not listed in these tables
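Activity measured as NADH fluorescence gain (360/450 nm), taken as the change between first and last reads of a 4-min kinetic run. Conditions: pH 9.0 Tris buffer, 20 nM E. coli-expressed His-tagged enzyme, 1 mM NAD+, 90 uM beta-hydroxybutyryl-CoA; 15-min compound preincubation.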
FLuc inh: blocks Photinus pyralis firefly luciferase activity; P08659; purified firefly luciferase, luminescence, 8 min; Potency, µM (doses to about 57.1 µM), for the others: at the top dose activity change, negative = inhibition, hits mostly inhibitors; 72,000 tested, 2.2% active; AID 411; further: potency means the concentration at half of the fitted maximal effect; on the % scale 0 is the no-effect control and ±100 the full control effect; nearly all actives have a fitted effect of over 40% in size
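Here, luciferase activity is measured as luminescence following an 8 min room-temperature reaction at 10 uM ATP, pH 7.2. Every library sample is titrated.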
* hit, by the source's call; i = inactive; ? = inconclusive; / = no result given; [ ] = dose if it differs, or a comment. Unless noted, the call rests on the fitted dose curve; in most records, active means well fitted curve in the direction sought with a large enough effect; inconclusive means small, poorly fitted or top-dose-only effect, or another doubt; inactive means no such curve, though single readings can be large; an effect the other way counts as inactive or inconclusive. A portion of the library; count on the stated rates, not on these rows.

SMILES	ERK AVP block	Casp1 inh	HEK293 cAMP cs	Tau fil binding	Caspase-7 inhib	TexasRed autofl	Rhodamine autofl	USP2a inh	Fluorescein fluor	HADH2 inhib	FLuc inh
O=c1cc(NCC2CCCO2)[nH]c(=O)n1-c1ccc(Cl)cc1 (configuration not stated)	3%	2%	7%	14%	2%	?	i	0%	i	4%	2%
CCOC(=O)CC1C(=O)NCCN1C(=O)Nc1ccccc1 (configuration not stated)	-2%	0%	-1%	-4%	-1%	i	i	1%	i	2%	0%
CN(C)S(=O)(=O)c1ccc(NC(=O)c2cc3ccccc3o2)cc1	2%	-10%	6%	6%	0%	i	i	25%	i	-8%	-17%
COc1c(Cl)cc(-c2noc(C)c2C(=O)NC(C)C)cc1Cl	2%	3%	13%	5%	-1%	/	/	/	/	7%	-1%
NCCOB(c1ccccc1)c1ccccc1	?	2%	-34%[inhibitor]	25%	-1%	/	/	-7%	/	2%	2%
COCCn1c(-c2ccc(OC)cc2)cnc1N	6%	-3%	11%	-25%	6%	i	i	11%	?	8%	2%
N#Cc1c(N)nc2c(c1-c1ccncc1)CCCC2	-10%	-2%	9%	-7%	0%	i	i	-25%	?	-15%	0%
CCCN1CCN(C(=O)C2CCN(S(=O)(=O)c3ccc4c(c3)oc(=O)n4C)CC2)CC1	1%	0%	-1%	1%	0%	/	/	/	/	-4%	5%
COc1cccc(NS(=O)(=O)c2c(C)cc(C)cc2C)c1	6%	-4%	?	-10%[11.4 µM]	-4%	/	/	7%[7.66 µM]	/	-11%[11.4 µM]	3%
COc1cccc(OC)c1OCCCSc1nc(C)cc(=O)[nH]1	?	1%	1%	1%	0%	i	i	-9%	i	-17%	2%

Copied from the list:
NCCOB(c1ccccc1)c1ccccc1 in HEK293 cAMP cs shows -34%[inhibitor]
COc1cccc(OC)c1OCCCSc1nc(C)cc(=O)[nH]1 in HADH2 inhib shows -17%
CN(C)S(=O)(=O)c1ccc(NC(=O)c2cc3ccccc3o2)cc1 in USP2a inh shows 25%
CCCN1CCN(C(=O)C2CCN(S(=O)(=O)c3ccc4c(c3)oc(=O)n4C)CC2)CC1 in Caspase-7 inhib shows 0%
COCCn1c(-c2ccc(OC)cc2)cnc1N in Caspase-7 inhib shows 6%

Next results follow:
SMILES	ERK AVP block	Casp1 inh	HEK293 cAMP cs	Tau fil binding	Caspase-7 inhib	TexasRed autofl	Rhodamine autofl	USP2a inh	Fluorescein fluor	HADH2 inhib	FLuc inh
COC(=O)CSc1nnc2c3c4c(sc3nc(-n3nc(C)cc3C)n12)COC(C)(C)C4	-1%	0%	20%	-11%	-4%	i	i	42%[activator]	?	?	2%
CCOCCCNC(=O)C(c1ccc(Cl)cc1)N1CCN(C(=O)c2ccco2)CC1 (configuration not stated)	21%	0%	24%	5%	2%	i	i	13%	i	3%	0%
CN(C(=O)CSc1nnnn1-c1ccccc1)C1CCCCC1	31%	0%	21%	-8%	1%	i	i	-11%	?	-5%	0%
Cc1c(NC(=O)CN2CC(C)OC(C)C2)c(=O)n(-c2ccccc2)n1C (configuration not stated)	5%	4%	0%	-1%	6%	?	i	-13%	i	0%	2%
CCCCCCN1Cc2ccccc2C1	6%	-2%	20%	-4%	1%	i	i	-2%	i	14%	4%
CCc1cc2c(=O)c(-n3cnc4ccccc43)coc2cc1O	-9%	?	-7%	-7%	?	i	i	-6%	?	?	-1%
CC(=O)c1c(C)[nH]c(C(=O)NCc2ccccn2)c1C	19%	2%	-4%	-3%	0%	?	i	1%	i	-1%	-1%
Cc1ccc(CNC(=O)c2coc(=O)c3ccccc23)o1	16%	-1%	0%	6%	-3%	i	i	-6%	i	-2%	2%
CCN(CC)C(=O)C1CCN(S(=O)(=O)c2ccc(C3CNC(=O)C3)cc2)CC1 (configuration not stated)	-16%	-1%	-4%	19%	0%	/	/	/	/	6%	4%
O=c1[nH]c2ccccc2c2nc3ccccn3c12	-24%	-1%	0%	-2%	2%	i	i	-3%	?	3%	?

Given with values under each structure: 2 of the compounds above.
Below each compound: ERK AVP block | Casp1 inh | HEK293 cAMP cs | Tau fil binding | Caspase-7 inhib | TexasRed autofl | Rhodamine autofl | USP2a inh | Fluorescein fluor | HADH2 inhib | FLuc inh
> CCc1cc2c(=O)c(-n3cnc4ccccc43)coc2cc1O
 : -9% | ? | -7% | -7% | ? | i | i | -6% | ? | ? | -1%
> CC(=O)c1c(C)[nH]c(C(=O)NCc2ccccn2)c1C
 : 19% | 2% | -4% | -3% | 0% | ? | i | 1% | i | -1% | -1%

Continuation.
SMILES	ERK AVP block	Casp1 inh	HEK293 cAMP cs	Tau fil binding	Caspase-7 inhib	TexasRed autofl	Rhodamine autofl	USP2a inh	Fluorescein fluor	HADH2 inhib	FLuc inh
CCOC(=O)CNC(=O)CSc1nc2nc(C)c(Br)cc2[nH]1	-7%	-5%	8%	-7%	-2%	i	i	5%	i	5%	-1%
COc1cc(/C=N/n2cnnc2)ccc1OC(=O)c1cccnc1	-24%	-1%	-6%	11%	-1%	/	/	-1%	/	-7%	-2%
C[n+]1cnn2c1SCC1(COC1)C2	3%	0%	7%	1%	1%	i	i	1%	i	-5%	0%
O=C1CN(C(=O)CN2CCCC2)C(c2ccccc2)c2cc(Br)ccc2N1 (configuration not stated)	-19%	1%	16%	-22%	0%	i	i	13%	i	22%	3%
COc1ccc(OC)c(C2=NOC(C(=O)NCCN3CCOCC3)C2)c1 (configuration not stated)	4%	2%	3%	4%	-1%	i	i	-3%	i	-3%	2%
CN(c1ccccc1C(=O)N1CCc2ccccc2C1)S(C)(=O)=O	2%	0%	5%	8%	0%	?	i	-1%	?	-13%	0%
CCCCN(CCCC)CCC(O)c1cc2c(Cl)cc(Cl)cc2c2cc(C(F)(F)F)ccc12 (configuration not stated)	-4%[25.7 µM]	-2%[25.7 µM]	-1%[25.6 µM]	14%[25.6 µM]	0%[25.7 µM]	i	i	3%[17.1 µM]	?	6%[25.6 µM]	-2%[25.5 µM]
CC(=O)N1CCC2(CC1)CN(Cc1ccc(C#N)cc1)C2	-12%	-3%	18%	0%	1%	?	i	9%	i	3%	-2%[11.4 µM]
CCOc1ccc(N(CC(=O)O)S(=O)(=O)c2ccc(OC)c(OC)c2)cc1	-2%	-5%	4%	-12%	-1%	/	/	-14%	/	5%	-2%
O=c1n(Cc2ccccc2Cl)c2sc3c(c2c2ncnn12)CCCC3	-4%	1%	28%	47%	-4%	i	i	6%	?	15%	2%
COc1ccc(C(=O)n2nnc3ccccc32)cc1Br	-23%	0%	18%	2%	2%	i	i	-16%	i	-14%	-2%
N#Cc1cccc(NC(=O)N2CC3(CCN(C(=O)c4cc(C(F)(F)F)cc(C(F)(F)F)c4)CC3)C2)c1	-4%	-3%	5%	24%	1%	i	i	154%[activator]	i	4%	0%[11.4 µM]
O=C(O)c1ccccc1N[C@H](c1ccccc1)c1ccc2cccnc2c1O	-12%[11.5 µM]	1%[11.5 µM]	-2%[11.4 µM]	-1%[11.4 µM]	-4%[11.5 µM]	i	i	/	?	-22%[11.4 µM]	0%[11.4 µM]
C=CCn1c(Cc2ccc(OC(C)C)c(Cl)c2)nnc1SCC(N)=O	-2%	-1%	28%	-2%	0%	i	i	-10%	?	3%	3%
O=C(CCN1C(=O)C2C3C=CC(C3)C2C1=O)NCCc1ccccc1Cl (configuration not stated)	6%	-1%	2%	-4%	3%	i	i	4%	i	11%	-2%
CCc1c(C)nc2ncnn2c1N1CCC(C(=O)N2CCN(c3ccccc3)CC2)CC1	8%	3%	4%	18%	-2%	?	i	6%	?	-6%	0%
Cn1cccc1C(=O)N1CCC2(CCN(C(=O)Nc3ccccc3)CC2)CC1	15%	-2%	-9%	-5%	1%	i	i	22%	i	0%	1%[11.4 µM]
COc1ncc2nc(-c3cn(C)c4ccccc34)c(=O)n(C)c2n1	-4%	-19%	19%	273%	-26%	i	i	121%[activator]	i	-4%	0%[11.4 µM]
CCS(=O)(=O)N1CCCC(C(=O)NC2CCCC2)C1 (configuration not stated)	11%	1%	2%	-4%	-1%	i	i	4%	i	8%	2%
O=C(NCc1cccs1)C(Cc1ccccc1)NS(=O)(=O)c1cccs1 (configuration not stated)	-25%	1%	9%	6%	-1%	?	i	-2%	?	-1%	0%
Nc1nc(SCC(=O)NCC2CCCO2)n[nH]1 (configuration not stated)	-5%	1%	3%	0%	1%	i	i	-5%	i	-18%	0%
c1ccc(N2CCN(C3CCSC3)CC2)cc1 (configuration not stated)	7%	0%	-5%	30%	0%	/	/	-7%	/	3%	0%
O=S(=O)(Cc1ccccc1)N1CCN(C/C=C/c2ccccc2)CC1	-16%	0%	17%	-7%	1%	i	i	4%	i	10%	4%
Cc1ccc2c(CC(=O)NC3=NCCS3)coc2c1	8%	1%	15%	-16%	-2%	i	i	24%	?	2%	-15%
CC(=O)c1cn(CC(=O)NCc2cccnc2)c2ccccc12	-11%	-1%	-21%	-2%	2%	i	i	-3%	?	-3%	1%
CC(=O)c1ccc(OCC(O)CN2CCOCC2)cc1 (configuration not stated)	-11%	-3%	4%	1%	0%	/	/	/	/	20%	1%
